RmlCD inh 1536 – M. tuberculosis RmlC/RmlD inhibition; P9WH09+P9WH11; RmlC+RmlD coupled enzyme assay, percent inhibition; primary screen in compound mixtures; inhibition, % at 3.6 µM; actives 0.03% (n = 160,000); AID 1533; in the data active = inhibition mostly above about 34%, no sharp cut-off; also: some results filed as inactive read as strong as hits
Target sequence (P9WH09 whole entry, looked up): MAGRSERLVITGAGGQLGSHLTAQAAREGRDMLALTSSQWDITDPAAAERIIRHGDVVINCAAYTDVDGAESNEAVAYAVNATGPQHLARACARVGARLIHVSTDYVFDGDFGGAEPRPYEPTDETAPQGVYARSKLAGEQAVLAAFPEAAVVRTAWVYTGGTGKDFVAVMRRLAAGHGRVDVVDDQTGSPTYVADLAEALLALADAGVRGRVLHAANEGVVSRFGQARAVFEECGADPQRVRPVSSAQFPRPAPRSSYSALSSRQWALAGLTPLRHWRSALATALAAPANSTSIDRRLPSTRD
Target sequence (P9WH11 whole entry, looked up): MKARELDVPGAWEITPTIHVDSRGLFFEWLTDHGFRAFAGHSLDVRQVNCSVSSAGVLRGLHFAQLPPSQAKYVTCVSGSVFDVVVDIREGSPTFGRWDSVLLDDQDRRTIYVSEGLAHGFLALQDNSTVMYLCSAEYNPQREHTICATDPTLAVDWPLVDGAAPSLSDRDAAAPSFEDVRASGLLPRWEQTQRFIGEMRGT
GlmU inhibition – inhibition of mycobacterial GlmU enzyme – biochemical, glucosamine-1-phosphate acetyltransferase (AID 1376). M. tuberculosis GlmU acetyltransferase enzyme assay; higher % means a stronger effect. actives 0.25% (n = 220,000). inhibition, %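 (tested at 30 µM in the primary screen)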; hits with a dose series show IC50 in µM; in the data active = inhibition above about 13%;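 also: 0% = complete reaction with vehicle and 100% = reaction without substrate; strong numbers were not always called active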
* marks the source's active call; other numbers are inactive results; . = no result given.

No. | compound | RmlCD inh 1536 | GlmU inhibition
1 | O=[N+]([O-])c1ccc(N2CCCNCC2)c2ncccc12 | -3.7 | -0.3%
2 | Cc1cc(NC(=O)CN2C(=O)NC(C)(c3ccccc3)C2=O)no1 (stereo unspecified) | -6.6 | -2.9%
3 | CCOC(=O)c1c(NC(=O)c2nn(CC)cc2Br)c(C#N)nn1-c1ccccc1 | 24.1 | 0.4%
4 | CC(C)(C)OC(=O)N1CCN(c2ccc(CNC(=O)c3ccc(Cl)cc3)cc2)CC1 | 11.6 | 4.9%
5 | CCOCCn1c(CCCO)nc2ccccc21 | 7.2 | .
6 | Oc1ccccc1-c1nc(NCC2CCCO2)c2ccccc2n1 (stereo unspecified) | . | -1.2%
7 | COc1cc(N/C(=N/S(=O)(=O)c2ccccc2)c2ccccc2)ncn1 | 10.7 | 1.6%
8 | CCn1c(C)cc(/C=C2\NC(=O)N(CC(=O)Nc3ccc(F)cc3)C2=O)c1C | -6.4 | 4.4%
9 | COC(=O)c1ccc(NC(=O)C2CC(=O)N(c3cc(C)ccc3C)C2)cc1 (stereo unspecified) | 6.9 | 0.2%
10 | COc1cc(NC(=O)Cn2nnc(-c3ccccc3N)n2)cc(OC)c1 | 1.7 | 2.2%
11 | O=C(CCCNS(=O)(=O)c1cccc2nsnc12)NCc1ccccc1 | 2.0 | -2.1%
12 | COc1ccc(S(=O)(=O)N(NC2=NS(=O)(=O)c3ccccc32)C(=O)C(C)C)cc1 | -12.3 | 4.5%
13 | COc1ccc([C@@H]2OC2(C(N)=O)C(N)=O)cc1 | -13.3 | -7.2%
14 | O=C1CC(c2ccccc2)CN1C(=O)c1cccc([N+](=O)[O-])c1 (stereo unspecified) | -8.7 | 7.1%
15 | Cc1sc2ncn(CC(=O)Nc3ccccc3F)c(=O)c2c1-c1ccccc1 | 1.7 | 2.1%
16 | CCOc1cc(NC(=S)NCCCN2CCOCC2)c(OCC)cc1NC(=O)c1cccs1 | 7.8 | -11.0%
17 | OCCOCCN1CCN(C(=S)Nc2ccccc2)CC1 | -15.4 | 2.8%
18 | COc1ccc(C(=O)Nn2cnc3scc(-c4cccs4)c3c2=O)c(O)c1 | -1.1 | 7.8%
19 | O=C(CN(c1ccc(F)cc1)S(=O)(=O)c1ccc2c(c1)OCCO2)Nc1ccccc1 | 17.4 | 2.2%
20 | CCCCc1nnc2c(N(C)S(=O)(=O)c3ccc(C)cc3)nc3ccccc3n12 | . | 1.6%
21 | CC(C)OC(=O)CSc1nc2c(cc1C#N)CCCCC2 | -9.5 | -7.2%
22 | O=C(Oc1cccc2cccnc12)c1ccc2c(c1)OCCO2 | . | -0.5%
23 | O=C(N/N=C/c1ccc2cccc(OCc3ccccc3)c2n1)c1ccc(Br)cc1 | . | -3.4%
24 | COc1ccc(N2C(=O)CCC2(C#N)c2ccc(Br)cc2)cc1 (stereo unspecified) | -10.1 | -6.4%
25 | O=c1c2ccccc2[nH]c(=S)n1-c1cccnc1 | . | -6.0%
26 | Cc1ccc2[nH]c3c(Cl)ncnc3c2c1 | -6.5 | 0.0%
27 | O=C(Cc1ccccc1)NCCSCc1ccccc1 | . | 1.5%
28 | O=C(CSc1nnc(-c2ccncc2)n1Cc1ccco1)Nc1cccc(O)c1 | -13.5 | 2.4%
29 | O=C(Nn1cc(C(=O)Nc2ccccc2F)c2ccccc2c1=O)c1cnccn1 | 16.2 | -1.0%
30 | CCN(CC)S(=O)(=O)c1cccc(C(=O)N[C@H](C(=O)OCC(=O)NC(=O)NC)C(C)C)c1 | . | 1.7%

Grouped by structure: those above with a thiophene ring, fused or not (3)
No. | compound | RmlCD inh 1536 | GlmU inhibition
15 | Cc1sc2ncn(CC(=O)Nc3ccccc3F)c(=O)c2c1-c1ccccc1 | 1.7 | 2.1%
16 | CCOc1cc(NC(=S)NCCCN2CCOCC2)c(OCC)cc1NC(=O)c1cccs1 | 7.8 | -11.0%
18 | COc1ccc(C(=O)Nn2cnc3scc(-c4cccs4)c3c2=O)c(O)c1 | -1.1 | 7.8%

(cont.)
No. | compound | RmlCD inh 1536 | GlmU inhibition
31 | Cc1ccc(Sc2ncnc3onc(C)c23)cc1 | 6.4 | -2.2%
32 | COc1ccc(-c2nc3ccccc3c(=O)n2CCN2CCOCC2)cc1 | . | -5.6%
33 | Cc1cc(C(F)(F)F)nn1CC(=O)NCC1CCCO1 (stereo unspecified) | . | 3.1%
34 | CCOc1ccc(-c2cnc3n2CCC3)cc1 | 3.6 | -8.2%
35 | O=C(O)c1cc(S(=O)(=O)Nc2ccccc2C(=O)O)ccc1O | . | 10.5%
36 | COc1ccc(CNS(=O)(=O)NCc2ccccc2)cc1OC | -5.2 | -3.7%
37 | CN(C)CC(C)(C)CNC(=S)NCc1ccc2c(c1)OCO2 | -9.4 | 0.3%
38 | CC1(C)OC(=O)C(=CNC(Cc2c[nH]c3ccccc23)C(=O)O)C(=O)O1 (stereo unspecified) | -0.9 | -4.2%
39 | CCn1c(COc2ccc3c(c2)OCO3)nnc1SCC(=O)c1ccc(Cl)cc1 | . | 0.2%
40 | O=C(c1cccc(S(=O)(=O)N2CCOCC2)c1)N1CCN(S(=O)(=O)c2cccs2)CC1 | 4.1 | -2.8%
41 | COc1ccc(C(=O)Nn2c(SCc3cccc([N+](=O)[O-])c3)nc3ccccc3c2=O)cc1 | 1.5 | -1.2%
42 | CCN(CC)C(=O)CSc1nnc(-c2cccnc2)n1Cc1ccccc1 | 8.7 | -2.1%
43 | Cc1c(C(=O)NCc2ccccc2)oc2c1C(=O)CCC2 | . | 8.1%
44 | CCOC(=O)C1CCCN(C(=S)Nc2ccc(OC)cc2)C1 (stereo unspecified) | 10.2 | 4.9%
45 | Cn1c(-c2ccccc2)c(C=O)c2ccccc21 | 1.2 | -5.2%
46 | N=C1C(=O)OCC1c1ccccc1NC(=O)CN1CCCCC1 (stereo unspecified) | -11.6 | 0.2%
47 | CN(CC(=O)OCC(=O)Nc1ccccc1)S(=O)(=O)c1ccc(Cl)cc1 | 1.0 | -0.2%
48 | CN(C)CP(=O)(O)CN(C)C=O | 1.1 | 1.2%
49 | CCOc1ccccc1CN1CCN(C/C=C/c2ccc(OC)cc2)CC1CCO (stereo unspecified) | . | -2.3%
50 | C=C(C)COc1ccc2c3c(c(=O)oc2c1OCC(=C)C)CCC3 | -3.4 | -0.4%
51 | COc1ccc(CCN2C(=O)CC(NCc3ccc4c(c3)OCO4)C2=O)cc1OC (stereo unspecified) | . | -4.8%
52 | COc1cccc(CNC(=O)CCSCc2ccccc2F)c1 | 4.3 | 1.9%
53 | CCCCc1cc(=O)oc2cc(O)cc(O)c12 | . | 0.3%
54 | CCN1CCN(CC2CC3C=CC2C3)CC1 (stereo unspecified) | 6.4 | -7.8%
55 | CCC(=O)Nc1sc2c(c1C(N)=O)CCC2 | 2.9 | 3.1%
56 | COc1ccc(C2=NOC(C(=O)NCc3ccccn3)C2)cc1 (stereo unspecified) | . | -0.4%
57 | COc1cccc(COc2ccc3c(C)c(Cc4ccccc4)c(=O)oc3c2)c1 | . | -5.0%
58 | Cc1ccc(/C([O-])=C(/C(=S)NCc2ccccc2)[n+]2cccc(CO)c2)cc1[N+](=O)[O-] | 7.4 | 0.1%
59 | CCSc1nc2c(c(=O)[nH]c(=O)n2C)n1CC(O)COc1ccccc1 (stereo unspecified) | -13.3 | -3.3%
60 | Cc1ccc(OCCn2c(CCNC(=O)C(C)C)nc3ccccc32)cc1 | . | -3.8%
61 | CN1CC(c2ccccc2)C2(SC(=S)N(Cc3ccco3)C2=O)C12C(=O)Nc1ccccc12 (stereo unspecified) | . | -2.9%
62 | CCc1ccc(C2C(C(C)=O)=C(C(=O)OC)Nc3nnnn32)cc1 (stereo unspecified) | -5.4 | 0.8%
63 | Cc1cnnc2c1-c1no[n+]([O-])c1CC2 | . | -8.0%
64 | Cc1cc(C)c2nc(N3CCCC3)c(C#N)cc2c1 | 11.8 | 1.8%
65 | CS(=O)(=O)N1CCN(c2ccc(NC(=O)c3ccc(Br)o3)cc2)CC1 | 11.8 | -0.8%
66 | COc1ccccc1/C=C/C=N/n1c(-c2ccncc2)n[nH]c1=S | 10.5 | 0.5%
67 | Cc1ccc(O)c(C(=O)c2cnc3c(c2)COc2ccccc2-3)c1 | . | 3.2%
68 | Cc1cc(C(=O)N/N=C/c2cccc(OC(=O)c3ccco3)c2)n[nH]1 | . | -1.5%
69 | CCOC(=O)c1c(C)[nH]c(N=Nc2cccc(C)c2)c1C | . | -0.9%
70 | COc1ccc(-n2c(Cc3cccn3C)nnc2SCC(=O)Nc2ccc(C)cc2)cc1 | -12.0 | 4.0%
71 | O=C(/C=C/c1ccc(S(=O)(=O)N2CCOCC2)cc1)NCCCn1ccnc1 | -6.0 | -4.7%
72 | CN(C)CCN1C(=O)C(=O)/C(=C(/O)c2ccc(OCc3ccccc3)cc2)C1c1ccncc1 (stereo unspecified) | . | 3.8%
73 | COc1ccc(C(=O)NC(C)c2nc3ccccc3n2C)cc1OC (stereo unspecified) | 13.1 | -6.8%
74 | Clc1ccc2c(c1)C(OC1CN3CCC1CC3)c1ccccc1CS2 (stereo unspecified) | -13.6 | -3.6%
75 | O=C1CN(c2nc(-c3ccccc3)c3cc(Cl)ccc3n2)c2ccccc2N1 | -6.6 | 0.6%
76 | Cn1c(=O)oc2cc(S(=O)(=O)NCc3ccccc3)ccc21 | 19.7 | -2.0%
77 | CSc1nnc2c(n1)OC=Nc1ccc(Br)cc1-2 | 8.1 | -3.5%
78 | Cc1ccc(NC(=O)n2ccc(-c3ccc(-n4ccnc4)cc3)n2)cc1 | 2.7 | 2.5%
79 | COC(=O)c1cccc(NC(=O)Cn2nnc3ccccc32)c1 | . | -6.3%
80 | CSc1ncc2c(n1)-c1cc(C)ccc1SC2 | . | -2.7%
81 | Cc1ccc(S(=O)(=O)C(C#N)c2nc3ccccc3nc2N2CCC(C)CC2)cc1 (stereo unspecified) | . | -0.6%
82 | COc1ccc(OCC(=O)N2CCN(Cc3ccc(SC)cc3)CC2)cc1 | -6.4 | 1.8%
83 | CC(=O)c1c(N2CCN(Cc3ccccc3)CC2)nc(=S)n(-c2ccccc2)c1C | -7.1 | -8.5%
84 | COc1ccc(/C=C(\C#N)C(=O)OCC(=O)NC2CC2)cc1 | -7.3 | -6.6%
85 | Cc1cc(-n2c(SCCC#N)nnc2-c2cccnc2)ccc1Cl | -9.2 | -4.0%
86 | C=CCn1c(SCc2cc(=O)n3ccsc3n2)nnc1C1CCCCC1 | . | 7.7%
87 | CC1=C(C(=O)Nc2ccc(Cl)cc2)C2(CCCCC2)C(C(N)=O)C(=S)N1 (stereo unspecified) | . | -3.9%
88 | Cc1ccccc1C(=O)NC1CC2CCC(C1)N2Cc1ccccc1 (stereo unspecified) | 6.0 | 8.5%
89 | COc1cc(CNC(=O)OCC(C)C)cc(OC)c1OC | . | -0.6%
90 | c1coc(CNCCCN2CCOCC2)c1 | . | -4.1%

Remaining list, next part:
No. | compound | RmlCD inh 1536 | GlmU inhibition
91 | CN(C)S(=O)(=O)N1CCN(C(=O)N(c2ccccc2)c2ccccc2)CC1 | . | -2.6%
92 | COc1ccc2c(c1)CCc1c(C(=O)N3CCCC3)noc1-2 | . | -2.9%
93 | CC(C)NC(=O)CCn1c(=S)oc2ccccc21 | -4.5 | -5.4%
94 | Cc1ccc(Oc2nsnc2N2CCOCC2)cc1 | -7.2 | -2.4%
95 | COCc1c(C(N)=O)nnn1-c1nonc1N | . | 3.3%
96 | CCn1c(SCC(=O)Nc2ccccc2-c2ccccc2)nnc1-c1ccoc1C | 13.3 | 2.4%
97 | CCNC(=O)COC(=O)c1ccc(S(=O)(=O)N2CCCCCC2)cc1 | . | -0.7%
98 | O=c1c(Oc2ccccc2Br)c(C(F)(F)F)oc2c(CN3CCCC3)c(O)ccc12 | 4.0 | 1.6%
99 | CCn1c(SCC(=O)NNC(=O)c2ccc(OC)cc2)nnc1-c1ccco1 | -10.2 | -4.2%
100 | N#Cc1ccccc1NC(=O)CC1c2ccccc2Oc2ccccc21 | . | 6.8%
101 | O=C(O)C1CSC2(CCN(Cc3ccccc3)CC2)N1 (stereo unspecified) | 11.9 | 4.2%
102 | CN(CCc1cn[nH]c1)Cc1nc(Cc2ccccc2F)no1 | -7.0 | 2.5%
103 | O=C(Nc1cccs1)Nc1c(F)c(F)cc(F)c1F | -1.2 | 8.2%
104 | O=C(Nc1cccc2ccccc12)C(=O)C1C(=O)Nc2ccccc21 (stereo unspecified) | -9.8 | 5.5%
105 | CCS(=O)(=O)c1ccc2c(c1)N(S(=O)(=O)c1ccccc1)CC(C(=O)O)O2 (stereo unspecified) | 1.8 | 0.8%
106 | C/C(=N\NC(=O)c1ccccc1NC(=O)c1ccc(Cl)cc1)c1ccncc1 | 7.5 | -7.6%
107 | O=C1C(Cl)=C(NS(=O)(=O)c2ccc([N+](=O)[O-])cc2)C(=O)c2ccccc21 | . | 6.2%
108 | CCOc1cc(S(=O)(=O)NCC2OCCc3ccccc32)c(OCC)cc1-n1cnnn1 (stereo unspecified) | -9.2 | -4.6%
109 | Cc1ccc(NC(=O)N(Cc2cccs2)Cc2cc3cc4c(cc3[nH]c2=O)OCO4)cc1 | -10.7 | 7.3%
110 | O=C(Nc1ccc2nc(-c3cccs3)[nH]c2c1)c1ccco1 | -4.6 | 4.4%
111 | CCOC(=O)c1nn(-c2cccc(OC)c2)c2nc(CC)c(C#N)c(=O)n12 | 5.5 | 2.0%
112 | Cc1cccc(NP(=O)(Oc2ccccc2F)Oc2ccccc2F)c1 | . | 0.8%
113 | COc1cccc(-c2nc(CS(=O)(=O)CC(=O)N3CCN(C4CCCCC4)CC3)c(C)o2)c1 | -5.9 | 2.3%
114 | COC(=O)c1ccc(Oc2nc(N(C)C)nc(N3CCOCC3)n2)cc1 | . | -1.8%
115 | O=[n+]1c2c(n([O-])c3c1CCCC3)CCCC2 | -5.4 | -1.1%
116 | Cc1ccc(N(C(=O)c2sc(C)nc2C)C(C(=O)NCc2ccco2)c2ccccc2)cc1 (stereo unspecified) | 7.2 | 1.8%

From PubChem BioAssay

This is a subset (hit frequency here may not be typical).
